INS promoter inh = TRM-6 insulin promoter activity inhibition | TRM-6 cells (human fetal islet line), insulin promoter-eGFP reporter, imaging; reporter expression induced with tamoxifen | 130,000 tested, 0.9% active | inhibition, % at 2 µM | AID 1273;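 active = inhibition above the mean plus 3 SD, with well images judged a real hit on visual review, cut at about 60% in these data, passing the limit was not always enough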
SDO1 yeast rescue = compounds rescuing growth of sdo1-depleted yeast, bone marrow failure model | AID 817 | 140,000 tested, 0.21% active | S. cerevisiae sdo1-depleted JHY4D growth rescue, OD600 30 h; active compounds read high; pdr5 snq2 efflux-pump mutant strain | z-score at 10 µM;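 active = z-score above 3 at both the 24 hr and the 30 hr optical density reads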;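 also: z-score against mean and SD of all compound wells on the same plate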
SDO1 yeast rescue Rescue 24 h = second read-out of SDO1 yeast rescue, no call of its own (marks repeat the call); z-score; S. cerevisiae sdo1-depleted JHY4D growth rescue, OD600; measured here: growth rescue at 24 h;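 0 is the plate mean of compound wells and units are plate SD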
The depositor's hits bear a star; · = not tested or not shown; [ ] = dose if it differs, or a comment.

Start of the data: the first 23 entries, ahead of the listing:
Sequence of screens – SDO1 yeast rescue, INS promoter inh, SDO1 yeast rescue Rescue 24 h
Cc1noc(C)c1C(=O)N1CCC(Cc2ccccc2)CC1
→ -0.57, -23, 0.03
Cc1cc(SCC(=O)N/N=C/c2ccc(O)cc2O)c(C)cc1Br
→ 1.1, 50, 1.6
C[n+]1cn(/N=C/c2ccccc2)c2ccccc21
→ 0.19, -8, -0.82
O=C(N/N=C/C1C(c2ccccc2)C1(Cl)Cl)c1cccc(Br)c1 (stereo not given)
→ -0.29, -54, -0.37
CC(=O)OCCN(Cc1ccccc1)Cc1ccc2c(c1)OCO2
→ 0.51, 3, 0.59
COc1ccc(/C=C/C(=O)Nc2sc(Cc3ccccc3)c(C)c2C(N)=O)cc1
→ -1, 18, -0.67
Cc1ccccc1-c1coc2cc(O)ccc2c1=O
→ 0.05, 17, 0.77
COCn1c(=O)c2c(nc(SC3=NCCS3)n2Cc2ccccc2C)n(COC)c1=O
→ -1.6, 20, -1.3
COc1cccc2cc(/C(C)=N/NC(=O)c3ccco3)oc12
→ ·, 7, ·
Cc1ccccc1Cn1ccc(NC(=O)c2nc3ncccn3n2)n1
→ 0.03, -112, -0.28
COc1ccc(C(Cl)=C(c2ccc(OC)cc2)c2ccc(OC)cc2)cc1
→ 1.1, 27, 2.3
CCOc1ccc(Br)cc1C(=O)N/N=C/c1ccc([N+](=O)[O-])cc1
→ ·, -56, ·
O=C(NCCCN1CCCCCC1)c1ccc(CS(=O)(=O)Cc2ccccc2F)o1
→ 1.2, -35, 0.69
Cc1occc1-c1nnc(SCC(=O)NCCc2ccccc2)n1Cc1ccccc1
→ -0.32, ·, 0.17
O=C(NCc1ccc(Cl)cc1)c1cc2ccccn2n1
→ -0.57, ·, 0.07
Cc1ccc(Nc2nc(NCC3CCCO3)nc(N)c2[N+](=O)[O-])cc1C (stereo not given)
→ -1.1, -5, -1.1
CC(NC(=O)C1CC2CCCC(C1)C2=O)c1ccccc1 (stereo not given)
→ -0.2, 67, 0.12
C/C(Cl)=C\Cn1c(O)c(N=NC(N)=S)c2cc(Br)ccc21
→ ·, -7, ·
CN1CCN(CC(=O)N2N=C(c3cccs3)CC2c2ccco2)CC1 (stereo not given)
→ 0.01, 15, -0.03
Cc1cc(C)n2c(SCc3ccccc3Cl)nnc2n1
→ -1.1, 0, -0.71
CCC(CC)NC(=O)C1CCN(S(=O)(=O)c2cccs2)CC1
→ -0.46, -10, -0.8
Cc1nc(Cc2ccc(OC(C)C)cc2)[nH]c(=O)c1CC(=O)O
→ ·, 0, ·
CCN(CC)c1ccc(CC(=O)NC(C)Cc2ccccc2)cc1 (stereo not given)
→ -1.1, 9, -1.2

The listing, previewed entries included:
Sequence of screens – SDO1 yeast rescue, INS promoter inh, SDO1 yeast rescue Rescue 24 h
Cc1noc(C)c1C(=O)N1CCC(Cc2ccccc2)CC1
→ -0.57, -23, 0.03
Cc1cc(SCC(=O)N/N=C/c2ccc(O)cc2O)c(C)cc1Br
→ 1.1, 50, 1.6
C[n+]1cn(/N=C/c2ccccc2)c2ccccc21
→ 0.19, -8, -0.82
O=C(N/N=C/C1C(c2ccccc2)C1(Cl)Cl)c1cccc(Br)c1 (stereo not given)
→ -0.29, -54, -0.37
CC(=O)OCCN(Cc1ccccc1)Cc1ccc2c(c1)OCO2
→ 0.51, 3, 0.59
COc1ccc(/C=C/C(=O)Nc2sc(Cc3ccccc3)c(C)c2C(N)=O)cc1
→ -1, 18, -0.67
Cc1ccccc1-c1coc2cc(O)ccc2c1=O
→ 0.05, 17, 0.77
COCn1c(=O)c2c(nc(SC3=NCCS3)n2Cc2ccccc2C)n(COC)c1=O
→ -1.6, 20, -1.3
COc1cccc2cc(/C(C)=N/NC(=O)c3ccco3)oc12
→ ·, 7, ·
Cc1ccccc1Cn1ccc(NC(=O)c2nc3ncccn3n2)n1
→ 0.03, -112, -0.28
COc1ccc(C(Cl)=C(c2ccc(OC)cc2)c2ccc(OC)cc2)cc1
→ 1.1, 27, 2.3
CCOc1ccc(Br)cc1C(=O)N/N=C/c1ccc([N+](=O)[O-])cc1
→ ·, -56, ·
O=C(NCCCN1CCCCCC1)c1ccc(CS(=O)(=O)Cc2ccccc2F)o1
→ 1.2, -35, 0.69
Cc1occc1-c1nnc(SCC(=O)NCCc2ccccc2)n1Cc1ccccc1
→ -0.32, ·, 0.17
O=C(NCc1ccc(Cl)cc1)c1cc2ccccn2n1
→ -0.57, ·, 0.07
Cc1ccc(Nc2nc(NCC3CCCO3)nc(N)c2[N+](=O)[O-])cc1C (stereo not given)
→ -1.1, -5, -1.1
CC(NC(=O)C1CC2CCCC(C1)C2=O)c1ccccc1 (stereo not given)
→ -0.2, 67, 0.12
C/C(Cl)=C\Cn1c(O)c(N=NC(N)=S)c2cc(Br)ccc21
→ ·, -7, ·
CN1CCN(CC(=O)N2N=C(c3cccs3)CC2c2ccco2)CC1 (stereo not given)
→ 0.01, 15, -0.03
Cc1cc(C)n2c(SCc3ccccc3Cl)nnc2n1
→ -1.1, 0, -0.71
CCC(CC)NC(=O)C1CCN(S(=O)(=O)c2cccs2)CC1
→ -0.46, -10, -0.8
Cc1nc(Cc2ccc(OC(C)C)cc2)[nH]c(=O)c1CC(=O)O
→ ·, 0, ·
CCN(CC)c1ccc(CC(=O)NC(C)Cc2ccccc2)cc1 (stereo not given)
→ -1.1, 9, -1.2
CC(C)CNC(=O)c1cc2nc3c(c(C(F)(F)F)n2n1)CCc1ccccc1-3
→ -1, -7, -0.74
N#C/C(=C/c1ccc(C(=O)O)cc1)C(=O)NCc1ccccc1
→ -0.17, -22, 0.37
Cc1ccccc1Cn1c(=O)n(CCCC(=O)NCc2ccco2)c(=O)c2ccccc21
→ -0.12, -4, 0.05
CCOc1ccc(C(=O)Nc2ccc(C(F)(F)F)n(C)c2=O)cc1
→ 1.7, 21, 1.3
O=C1Cn2c(nc3ccccc32)-c2ccccc2N1
→ 0.58, -7, 0.19
CC1SCC(=O)N(CC(=O)Nc2ccc3c(c2)OCO3)C1=O (stereo not given)
→ 0.84, ·, 0.52
O=C(Cc1ccc(Cl)cc1)Nc1cccc(-c2nnc(-c3ccco3)o2)c1
→ -0.78, ·, 1.2
c1ccc(CN=C2NN=C(c3cc4ccccc4o3)CS2)cc1
→ -1.7, 30, -0.85
CCNc1nc(CC)nc2c1oc1ccccc12
→ -0.26[14.6 µM], ·, -0.42
CCOc1ccc(C(=O)N2CCc3cc(OC)c(OC)cc3C2)cc1OCC
→ -0.52, 6, -0.84
Cc1ccc(NC(=O)OCc2cn(-c3ccc(Cl)cc3)nn2)cc1
→ 0.65, ·, 0.96
O=c1[nH]c(=O)n(Cc2ccco2)c2c1C(C(F)(F)F)(C(F)(F)F)N=C(CCc1ccccc1)N2
→ 0.42, 6, -0.17
Cc1ccc(S(=O)(=O)NC(=O)Nc2ccccc2)cc1
→ ·, 57, ·
C=CCn1c(SCC(=O)Nc2ccccc2)nc2scc(-c3cccs3)c2c1=O
→ 0.21, ·, 0.53
CCN(CC)C(=O)CSc1ncnc2sc(-c3ccccc3)cc12
→ -0.59, -14, -0.69
O=C(NCCCN1CCOCC1)C(=O)N/N=C/c1ccccc1
→ 0.95, -47, 0.87
COc1cccc(CN2CCN(C(=O)c3ccco3)CC2)c1OC
→ ·, -50, ·
Cc1oc(-c2ccccc2)cc1C(=O)Nc1cccc(C(=O)O)c1
→ 0.12, 68, -0.24
N#Cc1cc2c(nc1SCC(=O)Nc1sc3c(c1C#N)CCC3)CCC2
→ 1.1, 21, 3
CC(=O)Nc1ccc(S(=O)(=O)N2CCN(C34CC5CC(CC(C5)C3)C4)CC2)cc1
→ 1.4, 14, 1.6
OCCN1CCN(C(=S)NCCc2ccccc2)CC1
→ 0.31, 30, -0.66
CSC1=NC(C)(C)C=C(/C=C/c2c(Cl)cccc2Cl)N1
→ ·, -21, ·
Cc1ccc(C)c(/C=C/C(=O)c2ccccc(=O)c2O)c1
→ 1.3, -207, 1.4
O=C(O)Cc1coc(-c2ccc(F)cc2)n1
→ 1.6, ·, 0.8
CCOCCCNC(=O)C(c1ccc(Cl)cc1)N(Cc1cccs1)C(=O)CNC(C)=O (stereo not given)
→ 1.6, -14, 0.7
Cc1ccc(C)c(OCC(=O)N/N=C/c2c(C)nn(-c3ccccc3)c2Cl)c1C
→ -0.19, -43, 1.2
O=C(Oc1ccc2c(c1)O/C(=C\c1ccncc1)C2=O)c1ccccc1
→ -1, ·, -1.3
Cc1cccc2nc(-c3ccccc3)nc(N3CCC(O)(c4ccc(Cl)cc4)CC3)c12
→ -1, -455, 0.13
O=C(CCc1ccc(S(=O)(=O)N2CCOCC2)cc1)N/N=C/c1cccc(O)c1
→ -0.04, 3, -0.47
CC(C/C=N/NC(=O)COc1cc(Cl)ccc1Cl)c1ccccc1 (stereo not given)
→ 1.1, ·, 0.07
O=C(c1ccco1)N1CCN(C(=O)C2CCN(S(=O)(=O)Cc3ccccc3)CC2)CC1
→ -0.01, ·, -0.96
CCOC(=O)CN1CC23C=CC(O2)C(C(=O)NCCc2ccccc2)C3C1=O (stereo not given)
→ -0.18, ·, -0.87
Cc1ccc(Nc2cc(C)nc(NCc3ccccc3)n2)cc1
→ -0.8, ·, -0.4
COCCNCC(O)CON=C1c2ccccc2-c2ccccc21 (stereo not given)
→ ·, -89, ·
COc1ccccc1NC(=O)CN1CCN(C(=O)c2ccco2)CC1
→ 0.95, 11, 1.3

Arranged by value in SDO1 yeast rescue (low to high): some entries from above.
Sequence of screens – SDO1 yeast rescue, INS promoter inh, SDO1 yeast rescue Rescue 24 h
Cc1cccc2nc(-c3ccccc3)nc(N3CCC(O)(c4ccc(Cl)cc4)CC3)c12
→ -1, -455, 0.13
O=C(CCc1ccc(S(=O)(=O)N2CCOCC2)cc1)N/N=C/c1cccc(O)c1
→ -0.04, 3, -0.47
Cc1oc(-c2ccccc2)cc1C(=O)Nc1cccc(C(=O)O)c1
→ 0.12, 68, -0.24

Screening data from PubChem BioAssay.
